# Source: PubChem BioAssay
# HTR5A inv ctr = counter-screen for OPRM1-OPRD1 inverse agonists: human HTR5A inverse agonism; inhibition, % at 9.3 µM; 0.083% of 340,000 active; HTR5A cell line, luminescence; P47898; in the data active = inhibition mostly above about 23%, no sharp cut-off; inactive = mostly below about 18%;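 note: 0% = cells with DMSO and 100% = no-cell wells with DMSO; some compounds called inactive have numbers as strong as hits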
# HTR5A ag = HTR5A agonism, opioid heterodimer counter-screen. P47898. HTR5A agonist assay, luminescence, cell-based. activation, % at 9.3 µM. 0.61% of 340,000 active; in the data active = activation mostly above about 9.5%, no sharp cut-off; inactive = mostly below about 7.6%;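 note: 0% = cells with vehicle only and 100% = reference agonist; strong numbers were not always called active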
# SR-BI HDL uptake = mouse SR-BI HDL lipid transfer inhibition. ldlA[mSR-BI] CHO cells, DiI-HDL uptake fluorescence, 3 h. Q61009. AID 488896. 0.96% of 320,000 active. inhibition, % at 12.5 µM;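 active = mean replicate inhibition of at least 70% and a set share of replicates each scoring 70 or more; inconclusive = meets just one of the two criteria; inactive = fails both criteria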;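 note: 0% = median of neutral control wells and 100% = median of positive control wells; values of inactives mirror those of a sister screen read the other way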
# PvdQ acylase = P. aeruginosa PvdQ acylase inhibition | purified PvdQ acylase, fluorescence plate reader | inhibition, % at 10 µM | 0.063% of 340,000 active | AID 488965; in the data active = inhibition above about 30%, passing the limit was not always enough; inconclusive = no clear call, values can overlap the other calls;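 note: 0% = vehicle neutral wells and 100% = reference inhibitor wells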
# CDK5 p35 inh = inhibitors of human CDK5/p35 kinase. 0.01% of 330,000 active. Recombinant CDK5/p35, ADP-Glo luminescence, 60 min. AID 488839. inhibition, % at 10 µM. Q00535+Q15078;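 active = highest replicate inhibition of at least 50% and at least 75% of replicates reaching 50%; inconclusive = only one of the two criteria met; inactive = both criteria failed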;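 note: plate controls were DMSO neutral control for no effect and GW8510 at 10 µM for full effect; many of its hits are not listed in these tables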
# dFosB act = activators of mouse delta FosB homodimer; 0.99% of 340,000 active; AID 493131; purified delta FosB, TAMRA-CDK5 oligo fluorescence polarization; percent of positive-control signal above neutral wells; P13346; activation, % at 25 µM;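 active = mean activation above about 17%, with every replicate also reaching it, limit read from the data, passing the limit was not always enough; inconclusive = only one of the two conditions met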;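 note: fluorescence polarization rise as delta FosB binds a TAMRA Cdk5 AP-1 oligo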
# Wnt act = Wnt/beta-catenin pathway activation; AID 743398; activation, % at 9.35 µM; 1.2% of 300,000 active; Wnt/beta-catenin reporter cell assay, activator, plate reader; in the data active = activation above about 30%, passing the limit was not always enough; inconclusive = no clear call, values can overlap the other calls;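 note: 0% = neutral control wells and 100% = positive control wells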
# V-ATPase pH = alters yeast V-ATPase proton transport; S. cerevisiae, pHLuorin cytosolic pH fluorescence; response, % at 10 µM; 0.37% of 350,000 active; AID 504577; in the data active = response mostly above about 7.3%, no sharp cut-off; inactive = mostly below about 5.4%; note: actives read high; inactives centre near 0; some compounds called inactive have numbers as strong as hits; reference of the scale not given here
# NSD2 HMT inh = blocks human histone methyltransferase NSD2 | 0.54% of 310,000 active | inhibition, % at 12.5 µM | O96028 | NSD2 peptide methylation, AlphaScreen, 120 min; in the data active = inhibition above about 50%
# Target sequence (O96028 whole entry, looked up): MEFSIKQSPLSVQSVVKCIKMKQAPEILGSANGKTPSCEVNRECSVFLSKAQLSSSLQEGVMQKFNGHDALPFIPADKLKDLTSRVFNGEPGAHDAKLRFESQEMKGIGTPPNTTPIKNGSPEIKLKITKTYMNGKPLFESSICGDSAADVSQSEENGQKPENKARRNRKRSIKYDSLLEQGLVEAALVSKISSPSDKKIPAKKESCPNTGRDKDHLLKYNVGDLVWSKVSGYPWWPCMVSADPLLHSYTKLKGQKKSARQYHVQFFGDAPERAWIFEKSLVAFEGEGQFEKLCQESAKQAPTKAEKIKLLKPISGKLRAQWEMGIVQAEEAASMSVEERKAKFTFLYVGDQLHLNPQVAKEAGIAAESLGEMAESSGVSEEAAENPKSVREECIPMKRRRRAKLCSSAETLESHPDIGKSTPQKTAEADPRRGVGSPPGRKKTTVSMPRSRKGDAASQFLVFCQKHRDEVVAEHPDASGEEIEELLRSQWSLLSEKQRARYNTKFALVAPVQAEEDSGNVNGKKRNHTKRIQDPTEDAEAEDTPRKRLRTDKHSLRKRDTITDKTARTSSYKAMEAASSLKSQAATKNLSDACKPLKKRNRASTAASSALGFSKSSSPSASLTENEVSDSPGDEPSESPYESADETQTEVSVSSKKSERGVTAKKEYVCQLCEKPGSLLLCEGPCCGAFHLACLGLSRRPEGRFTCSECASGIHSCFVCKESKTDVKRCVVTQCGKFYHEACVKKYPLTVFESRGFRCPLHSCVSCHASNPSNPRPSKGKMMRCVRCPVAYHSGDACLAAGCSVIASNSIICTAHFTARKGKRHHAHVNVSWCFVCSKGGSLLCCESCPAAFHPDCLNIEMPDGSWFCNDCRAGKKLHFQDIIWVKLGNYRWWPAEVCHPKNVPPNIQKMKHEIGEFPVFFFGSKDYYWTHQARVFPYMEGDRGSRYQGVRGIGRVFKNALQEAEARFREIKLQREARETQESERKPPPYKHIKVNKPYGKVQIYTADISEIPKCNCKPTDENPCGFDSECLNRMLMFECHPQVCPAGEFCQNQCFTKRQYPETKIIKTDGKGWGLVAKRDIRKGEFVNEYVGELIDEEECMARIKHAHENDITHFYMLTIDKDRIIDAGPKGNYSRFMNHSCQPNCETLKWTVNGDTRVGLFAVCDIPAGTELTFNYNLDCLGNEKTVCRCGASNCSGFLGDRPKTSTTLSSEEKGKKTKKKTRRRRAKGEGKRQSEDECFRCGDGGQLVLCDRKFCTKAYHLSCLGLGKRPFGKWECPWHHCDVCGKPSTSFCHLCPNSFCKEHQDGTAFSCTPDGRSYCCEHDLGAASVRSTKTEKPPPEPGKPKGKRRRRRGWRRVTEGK
# MITF act = MITF TRPM1 promoter activation in melanoma cells | AID 588334 | SK-MEL-5 TRPM1-promoter luciferase, 24 h; % of positive control, neutral wells = 0 | 0.75% of 300,000 active | activation, % at 12.5 µM;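 active = mean activation of at least 80% with every replicate also reaching 80%; inconclusive = mean reaches 80% but some replicate falls short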;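 note: 0% = neutral control wells and 100% = parthenolide positive control wells; values of inactives mirror those of a sister screen read the other way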
# * = called active by the depositor; ? = inconclusive; / = not tested or not shown.
canonical_smiles	PvdQ acylase	Wnt act	HTR5A inv ctr	NSD2 HMT inh	V-ATPase pH	CDK5 p35 inh	MITF act	HTR5A ag	dFosB act	SR-BI HDL uptake
O=C(CCC(=O)NNC(=O)c1ccc(Cl)cc1Cl)NCc1ccccc1	-30	-4	-4	6	4	1.4	0	0	12	7
COc1ccccc1NC1=C(Cl)C(=O)N(c2ccccc2)C1=O	-11	/	13	1	2	-1.3	9	-1	-1	1
NC(=O)COC(=O)c1oc2ccccc2c1CSc1ccc(Cl)cc1	-2	-2	-8	1	-4	-0.3	14	3	18*	5
CCOC(=O)N1CCN(C(c2ccc(F)cc2)c2sc3nc(C)nn3c2O)CC1 (stereo not drawn)	-9	-2	-17	/	-3	-0.6	2	-6	0	-11
CCN(CC(=O)Nc1c(F)cccc1F)C(=O)/C=C/c1ccc(C)o1	-12	1	1	-2	0	1.0	-5	-4	1	-7
COc1ccc(CNC(=O)C(=O)NCc2ccncc2)cc1	-11	-4	18	-1	-2	-5.6	3	1	-4	-19
Cc1cccc(/C=N/Nc2cc(N3CCOCC3)nc(N3CCOCC3)n2)c1	20	0	27	11	0	-0.4	40	6	-4	56
COc1ccc(C(=O)N(Cc2ccco2)Cc2cccs2)c(O)c1	-3	-1	-1	-2	-2	1.4	/	0	-4	17
COC(=O)COc1cc2ccccc2cc1C(=O)Nc1ccccc1	-19	7	7	-1	-4	0.3	2	1	-16	50
O=C(Nc1cc(S(=O)(=O)N2CCOCC2)ccc1N1CCCC1)c1ccc(F)cc1	-12	-1	2	0	5	-2.9	-8	-1	-17	-32
Cc1csc(NC(=O)C2CC(=O)N(c3ccc(C)c(C)c3)C2)n1 (stereo not drawn)	5	1	14	19	2	-0.2	-2	-6	-14	6
Cc1csc(CNc2ncnc3ccc(-c4ccc5c(c4)OCO5)cc23)c1	-12	0	16	/	-2	-1.9	-19	-6	2	2
Cc1ccc(CNC(=S)N2CCOCC2)cc1	-8	-1	-30	5	2	-7.7	5	-2	-5	10
CC(=O)NC(Cc1ccc(C)cc1)C(=O)NC1CCN(C(=O)c2cnccn2)CC1 (stereo not drawn)	-9	/	-35	3	-4	1.4	4	1	-7	-8
CC(O)(C#CCN1CCCCC1)c1ccccc1 (stereo not drawn)	-1	/	4	0	0	-0.6	-5	-1	-4	-1
CCC(Sc1nc2cc(OC)c(OC)cc2c(=O)n1CCc1ccc(OC)c(OC)c1)C(=O)NCCOC (stereo not drawn)	7	-2	8	/	0	-0.8	6	2	12	6
O=C(C1CCCC1)N1CCN(S(=O)(=O)c2cccc(Cl)c2Cl)CC1	7	-2	4	-5	1	2.0	6	-1	-1	6
Cc1ccc(C(=O)N2CCN(C(=O)C3CCCO3)CC2)cc1 (stereo not drawn)	-8	16	-15	-2	-5	1.5	-3	5	-4	-30
O=C(COC(=O)/C=C/c1cc(Br)ccc1F)Nc1ccc2[nH]c(=O)[nH]c2c1	-13	-3	-3	9	-4	-1.9	-4	-2	41*	3
CC(OC(=O)Cn1[nH]c(=O)c2ccccc2c1=O)C(=O)c1ccccc1 (stereo not drawn)	10	0	-35	-3	-7	0.4	-1	14	-6	-5

# Additional structures.
canonical_smiles	PvdQ acylase	Wnt act	HTR5A inv ctr	NSD2 HMT inh	V-ATPase pH	CDK5 p35 inh	MITF act	HTR5A ag	dFosB act	SR-BI HDL uptake
CCCCNCCOCCOc1ccc(Cl)cc1Br	1	-1	11	7	2	0.3	17	1	-6	26
CCOc1ccc(NC(=O)CN(C)C(=O)c2cc(S(=O)(=O)N(C)C)ccc2N2CCCC2)cc1OCC	-9	1	4	-1	-5	-0.6	1	-2	-4	16
CCCOc1c(Br)cc(C(=O)OCC(=O)NC2CC2)cc1OC	-10	7	-13	5	-8	-3.4	2	1	-3	4
COc1ccc(C2C(=O)N(C3CCCCC3)CC(=O)N2Cc2ccco2)cc1 (stereo not drawn)	-13	-4	-2	3	-2	4.8	-3	-7	-10	-17
COCc1cc(=O)[nH]c(SCC(=O)Nc2ccccc2)n1	-8	-3	-9	34	0	-0.9	2	3	-2	-15
COc1ccc(Br)cc1C(C[N+](=O)[O-])c1c(N)n(C)c(=O)n(C)c1=O (stereo not drawn)	3	-3	15	2	3	-1.4	-80	-6	-2	-11
CCN1CCN(CCNC(=O)c2ccc(CS(=O)(=O)c3ccccc3C)o2)CC1	15	-1	-6	5	-1	-0.4	-4	2	7	3
Cc1onc(-c2c(Cl)cccc2Cl)c1C(=O)N=C(N)N1CC(C)OC(C)C1 (stereo not drawn)	-19	3	-3	/	0	-7.6	/	-2	-6	-4
CCc1nnc(NC(=O)C2CCCN(c3nc(C)cc(C)n3)C2)s1 (stereo not drawn)	-5	/	23	-4	-1	0.8	-1	-1	-3	-15
Cc1ccc(C(=O)Nc2ccncc2)o1	-6	-3	-21	0	-1	2.3	/	8	-5	3
O=C(Nc1cccc(C(=O)Nc2cccc(Br)c2)c1)c1ccccc1	-13	2	-15	-3	-3	1.4	31	5	-7	64
C/C(CC(=O)Nc1ccc(C)c(Cl)c1)=N\NC(=O)Cc1cnc(N)s1	-10	1	-20	3	4	-3.4	8	8	1	-15
COc1ccccc1NC(=O)C1C2C=CC(C2)C1C(=O)NCc1cccnc1 (stereo not drawn)	0	-1	15	0	-1	0.4	/	-4	5	32
COc1cc(C(=O)N/C(=C\c2cn(C)c3ccccc23)C(=O)NCCCn2ccnc2)cc(OC)c1OC	-2	-1	-1	3	-1	/	7	6	-9	-11
COc1cc(C(=O)OCC(=O)NC2CCS(=O)(=O)C2)c([N+](=O)[O-])cc1OC (stereo not drawn)	-6	-2	8	1	-1	-0.8	5	-3	-7	-1
CC1CC(C)CN(S(=O)(=O)c2ccc(NN)nc2)C1 (stereo not drawn)	-8	0	13	-3	1	-0.7	-5	-5	-8	-4
O=C(Cc1ccc(NC(=O)C2CCCN(C(=O)CCc3ccccc3)C2)cc1)Nc1cccc(C(=O)N2CCCCC2)c1 (stereo not drawn)	-11	-3	-7	/	4	0.2	-16	2	-13	?
Cc1nonc1NC(=O)OC1CCCCC1	11	1	7	-5	4	-0.9	0	-1	-1	-20
C/C(=N\Nc1ccccc1C)c1cccnc1	-20	0	-10	4	-1	0.4	/	3	-4	5
Cc1ccc(CNc2ccc(Cl)cc2[N+](=O)[O-])cc1	-6	/	13	/	-2	-0.3	/	1	6	-9

# Compounds above that have a nitro group on carbon (3):
canonical_smiles	PvdQ acylase	Wnt act	HTR5A inv ctr	NSD2 HMT inh	V-ATPase pH	CDK5 p35 inh	MITF act	HTR5A ag	dFosB act	SR-BI HDL uptake
COc1ccc(Br)cc1C(C[N+](=O)[O-])c1c(N)n(C)c(=O)n(C)c1=O (stereo not drawn)	3	-3	15	2	3	-1.4	-80	-6	-2	-11
COc1cc(C(=O)OCC(=O)NC2CCS(=O)(=O)C2)c([N+](=O)[O-])cc1OC (stereo not drawn)	-6	-2	8	1	-1	-0.8	5	-3	-7	-1
Cc1ccc(CNc2ccc(Cl)cc2[N+](=O)[O-])cc1	-6	/	13	/	-2	-0.3	/	1	6	-9

# An excerpt from above in order of the CDK5 p35 inh value, descending:
Compound | CDK5 p35 inh
COc1ccc(C2C(=O)N(C3CCCCC3)CC(=O)N2Cc2ccco2)cc1 (stereo not drawn) | 4.8
Cc1ccc(CNc2ccc(Cl)cc2[N+](=O)[O-])cc1 | -0.3
C/C(CC(=O)Nc1ccc(C)c(Cl)c1)=N\NC(=O)Cc1cnc(N)s1 | -3.4

# Other compounds:
canonical_smiles	PvdQ acylase	Wnt act	HTR5A inv ctr	NSD2 HMT inh	V-ATPase pH	CDK5 p35 inh	MITF act	HTR5A ag	dFosB act	SR-BI HDL uptake
CCOc1cc(N2CCOCC2)c(OCC)cc1NC(=O)COC(=O)c1cc(C)cc(C)c1	3	-2	-18	1	0	2.4	3	-4	1	65
Cc1ccc(-c2nnc(N3CCN(C(=O)CN4CCOCC4)CC3)c3ccccc23)cc1	-2	-9	-3	-2	-3	-0.6	/	0	-3	47
COc1ccc(-n2c(Cc3cc(=O)[nH]c(=O)[nH]3)nnc2SCC(=O)Nc2ccccc2)cc1	1	-4	0	/	1	2.3	/	0	-16	3
O=C(N/N=C/c1ccc(O)cc1)c1cc[n+](Cc2ccccc2)cc1	-9	-5	-3	2	0	0.7	-1	-1	0	-5
Cc1oc(C(C)(C)C)cc1C(=O)N1CCN(c2ncccc2C(F)(F)F)CC1	2	3	-4	-1	-3	0.6	-2	1	-2	25
Cc1ccc(SCC(=O)Nc2ccc(N3CCOCC3)cc2)c(C)c1	-4	0	-7	0	-1	-0.8	8	1	-7	3
CCn1ncc(CN2CCC(Oc3ccc(C(=O)N4CCCC4)cc3)CC2)c1C	-18	3	0	2	0	-0.2	16	-1	0	12
CC(=O)NCCn1c(SCC#N)nc2ccccc2c1=O	-8	/	-24	0	0	-0.9	/	-2	7	-17
Cc1cccc(OCc2nc(-c3ccc(-n4cccc4)cc3)no2)c1	-19	-1	11	/	0	-10	5	-4	-5	-9
CC(C)c1ccc(CNc2nc3nc4c(c(=O)n3[nH]2)CCC4)cc1	-9	-1	25	-3	-1	1.4	-5	0	3	-6
Cc1cccc2sc(NS(C)(=O)=O)nc12	-10	-4	-1	-2	-1	-0.9	-11	0	-4	-15
CC(=O)Nc1ccc(S(=O)(=O)Nc2ccccc2C(=O)N2CCCCC2)cc1	-4	0	-5	2	4	0.1	-6	3	-4	-6
CC(=O)Nc1cc(NC(=O)C2C3C=CC(C3)C2C(=O)O)ccc1Cl (stereo not drawn)	-2	2	-9	-1	-2	-7.1	-8	2	3	14
CC(/C=N\Nc1nnc2c(n1)[nH]c1c(C)cccc12)=C\c1ccco1	-3	-1	-48	1	1	-0.9	-22	2	3	-20
C/C(=N\Nc1ccc(Cl)c(C(=O)O)c1)c1ccccn1	-2	12	-4	-2	0	-1.8	5	1	0	-30
CC(SCc1ccccc1)C(=O)Nc1ccccc1Br (stereo not drawn)	-9	2	14	-3	11*	2.3	16	-2	-10	4
CC1CC(C(F)(F)C(F)(F)F)n2nc(C(=O)O)cc2N1 (stereo not drawn)	-6	/	24	0	0	-0.6	15	-10	-8	-13

# In another format: results already given
# Sequence of screens – PvdQ acylase | Wnt act | HTR5A inv ctr | NSD2 HMT inh | V-ATPase pH | CDK5 p35 inh | MITF act | HTR5A ag | dFosB act | SR-BI HDL uptake
- CCn1ncc(CN2CCC(Oc3ccc(C(=O)N4CCCC4)cc3)CC2)c1C
→ -18 | 3 | 0 | 2 | 0 | -0.2 | 16 | -1 | 0 | 12
- C/C(=N\Nc1ccc(Cl)c(C(=O)O)c1)c1ccccn1
→ -2 | 12 | -4 | -2 | 0 | -1.8 | 5 | 1 | 0 | -30
- COc1ccc(-n2c(Cc3cc(=O)[nH]c(=O)[nH]3)nnc2SCC(=O)Nc2ccccc2)cc1
→ 1 | -4 | 0 | / | 1 | 2.3 | / | 0 | -16 | 3
- Cc1cccc2sc(NS(C)(=O)=O)nc12
→ -10 | -4 | -1 | -2 | -1 | -0.9 | -11 | 0 | -4 | -15
- CC(=O)Nc1cc(NC(=O)C2C3C=CC(C3)C2C(=O)O)ccc1Cl (stereo not drawn)
→ -2 | 2 | -9 | -1 | -2 | -7.1 | -8 | 2 | 3 | 14
